Screening data deposited in PubChem by several laboratories.
NR2E3 ag-1 = human photoreceptor-specific nuclear receptor agonism; Q9Y5X4; hit rate 0.35% among 360,000; AID 602229; inhibition of corepressor binding, % at 3.98 µM; CHO-S Gal4-NCOR/VP16-NR2E3 two-hybrid, luciferase;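 active means inhibition above the mean of all tested compounds plus 3 SD, cut at about 70% in these data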;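 further: 0% = DMSO with NR2E3 transfected cells and 100% = cells lacking NR2E3 construct; higher means lower luciferase signal from less NR2E3 corepressor binding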
Target sequence (Q9Y5X4 whole entry, looked up, the tested form may be a part): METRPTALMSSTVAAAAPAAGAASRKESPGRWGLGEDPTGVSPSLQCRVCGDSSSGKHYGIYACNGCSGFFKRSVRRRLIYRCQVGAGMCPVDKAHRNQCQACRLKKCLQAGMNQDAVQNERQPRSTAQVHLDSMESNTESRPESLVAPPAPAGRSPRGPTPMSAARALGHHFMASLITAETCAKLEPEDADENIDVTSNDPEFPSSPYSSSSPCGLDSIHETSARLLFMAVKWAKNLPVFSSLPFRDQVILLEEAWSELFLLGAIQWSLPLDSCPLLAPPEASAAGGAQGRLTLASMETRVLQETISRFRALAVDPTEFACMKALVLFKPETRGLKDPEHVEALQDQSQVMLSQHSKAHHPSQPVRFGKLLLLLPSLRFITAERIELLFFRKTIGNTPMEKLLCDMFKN
Peg3 promoter = Peg3 promoter activity inhibition; HeLa PEG-Prom luciferase reporter, luminescence, overnight; inhibition, % at 20 µM; hit rate 1.7% among 360,000;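 active means inhibition of at least 50% at 20 µM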
HIF-2a inh = inhibitors of HIF-2a. hit rate 0.72% among 360,000. AID 624352. inhibition, % at 18.8 µM. 786-0 RCC cells HIF-2a reporter, luciferase luminescence, overnight;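 active means inhibition of the luminescence signal of 40% or more relative to plate controls, in a single-dose primary screen at 18.75 µM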
NR2E3 ag-2 = activates human photoreceptor nuclear receptor NR2E3; Q9Y5X4; hit rate 0.12% among 320,000; AID 2300; inhibition of corepressor binding, % at 4.78 µM; GST-NR2E3/biotin-RetCOR TR-FRET, 1536-well;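 active means percent inhibition above the cutoff of mean plus 3 SD of all tested compounds, set per screening campaign, cut at about 20% in these data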;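 further: 0% = DMSO wells and 100% = biotin wells as full block of FRET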
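Material: NR2E3–RetCOR corepressor complex / Amount: 1.35 nM GST-NR2E3 / Medium: Tris pH 7.5 / Compound: single nominal compound dose of 4.8 µM / Incubation: 5 h at 4 °C / Technique: TR-FRET, Eu(K)-anti-GST donor, streptavidin-D2 acceptor, ex 340, em 617/671 nm / Read-out basis: percent loss of FRET ratio relative to control wells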
TRPM1 prom inh = reduces MITF-dependent TRPM1 promoter luciferase signal | SK-MEL-5 TRPM1 promoter luciferase, 24 h | inhibition, % at 12.5 µM | hit rate 0.83% among 330,000 | AID 488899;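 active means mean inhibition across replicates of 60% or more, whatever share of single replicates reaches that level; inconclusive means some that reach 60%, reason not given; inactive means mean inhibition across replicates below 60%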; further: values of inactives mirror those of a sister screen read the other way
CF NFkB inh = inhibitors of cystic fibrosis induced NF-kB; KKLEB NF-kB-GFP reporter, PAF-induced, GFP fluorescence overnight; inhibition, % at 5 µM; hit rate 0.86% among 360,000;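 active means at least 50% inhibition at 5 µM, scaled per plate between neutral and stimulator controls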;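 further: PAF is a Pseudomonas aeruginosa culture filtrate used as stimulus; plate controls were PAF-stimulated DMSO wells for no effect and unstimulated DMSO wells for full effect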
C8 TRAIL sens = caspase-8 TRAIL sensitization; NB7+C8 cells + TRAIL, ATPlite viability luminescence; inhibition (viability loss, TRAIL sensitization), % at 10 µM; hit rate 1% among 360,000;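 active means compounds causing at least 50% loss of cell viability in the single-dose screen, relative to plate controls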
KKLEB tox = counter-screen for CF NF-kB inhibitors: cytotoxicity. KKLEB CF airway cells viability, ATPlite luminescence, overnight; stronger effect = lower value; cells stimulated with P. aeruginosa culture filtrate. activity change (cytotoxicity), % at 5 µM. hit rate 0.36% among 360,000. AID 602141;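 active means corrected activity change at or below -50% at 5 µM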
LMP1 NFkB inh = inhibitors of Epstein-Barr LMP1-induced NF-kappaB reporter; AID 504558; inhibition, % at 12.5 µM; hit rate 0.69% among 350,000; LMP1-induced NF-kappaB luciferase reporter cells, luminescence; in the data active means inhibition above about 41%; inconclusive means no clear call, values can overlap the other calls;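 further: 0% = neutral control wells and 100% = reference inhibitor control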
Shn3 inh set2 = Schnurri-3 reporter inhibition in Clone20 osteoblasts; Clone20 osteoblast Shn3 3'UTR firefly luciferase, 24 h; inhibition, % at 12.5 µM; hit rate 0.52% among 360,000; AID 588674;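 active means mean inhibition of at least 75% with every replicate also reaching 75%; inconclusive means mean inhibition at least 75% but some replicate below; inactive means mean inhibition below 75%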;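 further: 0% = median of neutral control wells and 100% = pilot-screen positive control compound; some compounds past the cut are filed as inactive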
hiPSC survival = increases survival of single human iPS cells. hiPSC single-cell survival, ATPlite luminescence; 100% = ROCK inhibitor wells, 0% = DMSO. survival enhancement, % at 20 µM. hit rate 0.044% among 360,000. AID 602274; in the data active means survival enhancement above about 18%;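 further: cells exposed to compounds for 16 hours before the ATP read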
An asterisk follows results filed as active; ? = inconclusive; nt = not tested or not shown.

Structure,NR2E3 ag-1,Peg3 promoter,HIF-2a inh,NR2E3 ag-2,TRPM1 prom inh,CF NFkB inh,C8 TRAIL sens,KKLEB tox,LMP1 NFkB inh,Shn3 inh set2,hiPSC survival
CC(NC(=O)CN1CCOCC1)c1ccc(F)cc1 (configuration not stated),-26,-8,5,2,8,-2,11,5,3,3,0.1
CCCCCNC(=O)c1cccc(S(=O)(=O)N2CC3(C)CC2CC(C)(C)C3)c1 (configuration not stated),37,33,10,-4,8,10,8,-14,-8,38,-0.1
CCOC(=O)c1cc(=O)cc(C(=O)OCC)o1,-8,7,1,2,0,-4,0,5,2,10,0.1
CN(Cc1nc2ccccc2c(=O)[nH]1)C(=O)c1cc2c(s1)CCCCC2,-21,-22,-8,nt,-4,37,7,-16,-1,-6,-1.5
O=C(CCc1ccccc1)NCCCNC(=O)CCc1ccccc1,-16,6,6,1,11,11,-2,9,-16,-2,-2.5
Cc1cccc(NC(=O)c2cnc3sccn3c2=O)c1,-102,-192,-63,2,nt,-16,35,0,8,-6,-2.0
OCc1nc2ccccc2n1Cc1c(F)cccc1Cl,-6,-5,21,1,10,1,7,-4,4,3,-0.1
CCOc1ccc(NC(=O)c2cccc(NC3=NC4CS(=O)(=O)CC4S3)c2)cc1 (configuration not stated),8,6,11,3,nt,2,5,14,-2,-53,-0.9
CCOc1ccc(CCNC(=O)COC(=O)Cc2ccc(F)cc2)cc1OCC,59,-5,7,2,-5,17,-10,-20,-5,-5,-0.4
COc1ccc(/C=C2\N=C(C)N(c3ccc4ccccc4c3)C2=O)cc1OC,-4,1,-3,4,4,8,-6,-5,1,34,3.7
Cc1cc(OCCCCN2C(=O)NC(C)(C)C2=O)ccc1[N+](=O)[O-],46,-6,-33,0,7,13,-5,-2,-3,26,-2.8
COc1ccc(N(C(=O)Cn2nnc3ccccc32)C(C(=O)NC(C)(C)C)c2ccc(OC)c(O)c2)cc1 (configuration not stated),-7,-24,9,3,5,3,-5,10,5,-4,-0.6
CCOC(=O)CC(=O)NC(CC(=O)OC)c1ccc(Br)cc1 (configuration not stated),-29,0,6,-2,1,4,-10,1,-8,-4,-0.1
CC(=O)c1cccc(NC(=O)COC(=O)CC2CC3CCC2C3)c1 (configuration not stated),-10,-13,11,4,2,4,-7,2,4,-3,0.3
O=C(c1ccccc1F)N1CCN(c2ccc([N+](=O)[O-])c(N3CCOCC3)c2)CC1,-5,10,14,1,15,1,-5,9,-3,14,-0.4
Cc1cc(C)nc(-n2nc(C)cc2NC(=O)CNCc2ccccc2)n1,4,6,3,-2,1,-2,-2,-16,17,0,0.8
Cn1c(NCCc2ccncc2)nc2cc(-c3cccc(C(F)(F)F)c3)sc2c1=O,-9,-38,-88,nt,nt,16,20,-6,nt,7,-2.5
COc1ccc2nc3oc(C(=O)NC4CCN(Cc5ccccc5)CC4)cc3cc2c1,-8,-71,-34,-1,5,4,-2,-2,0,-5,-5.3
CCOC(=O)CN(C(=O)COc1nc(-c2ccccc2)cc(C)c1C#N)c1cccc(OC)c1,-9,17,16,0,4,-1,8,-4,-4,30,0.0
Cc1ccccc1CN1C[C@@H]2C[C@@H](c3cnc(N4CCOCC4)s3)N3CCC[C@@]23C1=O,-4,11,9,2,15,3,-5,4,-7,5,-1.0
CCCC(=O)c1ccc(N2CCN(S(=O)(=O)c3ccc(C)cc3)CC2)c(F)c1,-1,19,16,5,11,-14,-30,3,0,54,-0.3
O=C(CN1C(=O)c2cccnc2Oc2ccc(Cl)cc21)Nc1ccc(F)cc1,-26,9,10,0,11,12,4,0,-1,2,-2.0
Oc1ccccc1OCCOc1ccccc1OCCOc1ccccc1O,-21,0,11,-3,-2,18,5,-6,-9,-8,-0.4
Cc1cc(/C=C(\C#N)C(=O)Nc2ccc(Cl)cc2)c(C)n1-c1ccc(N2CCOCC2)c([N+](=O)[O-])c1,9,6,15,-1,22,10,22,0,29,59,0.4
CCOCCCNC(=O)CCS(=O)(=O)Cc1ccc(C)cc1,-23,-7,12,5,0,-19,17,-2,-2,-32,1.2
O=C(O)c1ccc(Nc2ncnc3scc(-c4ccccc4)c23)cc1,-15,0,23,0,10,41,-3,-8,-6,-6,-1.3
Cc1cc(C)cc(OCC(=O)OCC(=O)c2cc(C)n(C3CC3)c2C)c1,-12,0,11,1,5,-37,-17,11,nt,-10,-0.3
Cc1ccc(-n2cc(S(=O)(=O)c3ccc(C)cc3)[nH]c2=O)cc1,-31,10,2,-1,4,-28,-4,3,-13,-14,6.6
CCN(CC)C(=O)CSc1nc(Cc2ccccc2)nc2ccccc12,12,30,38,nt,12,29,-16,-11,-1,15,-0.5
COc1cc(-c2cc(NC(C)=O)c3ncc(-c4cc(OC)c(OC)c(OC)c4)n3c2)cc(OC)c1OC,11,52*,-84,nt,nt,-64,32,-5,nt,9,0.9
CCOc1ccccc1NC(=O)Cn1nc(-c2ccco2)ccc1=O,-15,10,-3,-4,2,-8,8,5,-5,-4,1.6
CCC1(C)N([O-])C(C)=C(c2ccccc2)[N+]1=O (configuration not stated),0,17,18,-2,-10,3,-12,12,-3,-2,2.1
CC1CN(C(=S)Nc2ccc(S(N)(=O)=O)cc2)CC(C)O1 (configuration not stated),-48,12,16,4,-5,-11,-19,5,-2,19,-0.5
COc1ccc([C@H]2CN(c3ccccc3)C(=O)[C@@H]2CC(=O)Nc2ccccc2)cc1,-40,-38,-87,nt,nt,10,5,-2,-2,-17,0.7
CCN(CC)CCn1c(SCC(=O)NCCC2=CCCCC2)nc2c(sc3ccccc32)c1=O,-36,46,10,0,15,3,-1,-6,-10,25,-0.6
Cc1c(C)c2c(OCC(=O)O)cc3c(c2oc1=O)CCC(C)(C)O3,-23,-1,17,-1,-3,-3,1,12,-3,1,-0.8
COc1ccc(CNC(=O)C2CCN(S(=O)(=O)c3ccc4nc5c(c(C(=O)O)c4c3)CCCC5)CC2)cc1,-12,-2,7,nt,nt,-10,-11,8,2,-25,3.3
CC(=O)/C(=N\Nc1ccc(C)cc1)N1CCOCC1,44,3,0,-2,-1,-2,-1,4,-7,-23,1.8
COc1ccc2nc3ccccc3nc2c1NC(=O)c1ccccc1Cl,-6,9,-3,-14,-14,-22,-9,0,1,8,2.4
Cc1cc(C(=O)COC(=O)c2ccncc2)c(C)n1Cc1ccco1,-16,-109,-48,-1,-16,23,33,10,1,-38,-0.2
Cc1ccc(C)c(COC(=O)c2cccc(S(=O)(=O)N3CCCC3)c2)c1,10,15,-3,nt,-9,-4,4,2,12,4,0.2
CN1CCCC(C)(C(=O)Nc2ccc(-n3cccc3)cc2)C1 (configuration not stated),7,-4,-31,nt,nt,-5,6,14,nt,-7,-3.2
COc1ccc(C(=O)Nc2nc(CC(=O)NCc3c(F)cccc3F)cs2)cc1,-47,-154,-219,nt,nt,9,29,-12,-22,-30,-1.6
O=C(c1ccc([N+](=O)[O-])cc1)N1CCN(C(=O)c2ccco2)CC1,-10,-6,-4,1,6,6,-18,13,-2,0,0.6
CCC(C)(C)C1CCc2[nH]nc(C(=O)NN)c2C1 (configuration not stated),22,5,18,2,1,-2,-9,17,-1,1,-0.5
Cc1cc(C)c2c(-n3cccc3)nn(CC#N)c2n1,-10,12,26,-2,-12,16,3,-12,4,-29,0.0
CN(C(=O)CN1C(=O)/C(=C/c2ccc(F)cc2)SC1=S)C1CCS(=O)(=O)C1 (configuration not stated),-26,-24,8,1,-10,-5,8,1,1,-27,0.0
COc1ccc(COc2ccccc2C(N)=O)cc1F,-48,-84,-113,5,-23,26,10,-19,8,-8,1.4
CCCCCOc1ccc(Br)cc1/C(C)=N/NC1=NCCN1,-18,81*,31,1,70*,52*,29,-23,-4,?,-5.6
O=C(Nc1ccc(N2CCOCC2)cc1)c1ccc(COc2ccccc2)cc1,-24,-10,3,3,12,9,26,0,3,13,-0.6

The listing continues.
Structure,NR2E3 ag-1,Peg3 promoter,HIF-2a inh,NR2E3 ag-2,TRPM1 prom inh,CF NFkB inh,C8 TRAIL sens,KKLEB tox,LMP1 NFkB inh,Shn3 inh set2,hiPSC survival
CC1(C)Cc2ccccc2C(N)=C1C#N,-7,10,8,0,1,4,10,-13,19,4,-2.0
Cc1ccc(SCC(=O)NCCSCc2ccccc2)cc1,-14,3,-6,-2,-10,14,-18,-17,8,5,5.7
O=C(O)c1ccc(Br)c(S(=O)(=O)N2CCCC2)c1,-8,20,14,0,-1,-8,13,1,-6,-38,-1.4
CCOc1cc(C2C(C(=O)N3CCCCC3)=C(C)NC3=C2C(=O)CC(C)(C)C3)ccc1O (configuration not stated),-9,5,1,3,6,-1,6,0,1,-21,-2.2
COc1cccc(CN2CCN(C(=O)CC(C)C)CC2)c1,-28,-3,7,-1,1,0,8,-6,17,-15,7.6
Cc1ccc(S(=O)(=O)N2CCCC2CNC(=O)c2ccccc2)cc1 (configuration not stated),4,-2,4,-4,3,-5,-12,-4,-4,-5,0.0

Some of the compounds tested; rates above refer to the full screens.
